Bioassay records: PubChem, National Center for Advancing Translational Sciences (NCATS)
IkB signaling – IkB Signaling. ABC-DLBCL IkBa-CBG/CBR dual luciferase ratio, 4 h; response scale: scaled: untreated 0%, proteasome inhibitor 100%. Potency, µM (series often up to 57.1 µM), without a hit: at the highest dose IkBa stabilization activation. hit rate 0.04% among 110,000. AID 445, 2006; active = well fitted curve in the direction sought with a large enough effect in the signal ratio, not every such curve was filed as active; inconclusive = small, poorly fitted or top-dose-only effect, or a change in a side signal; the % refers to the signal ratio;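 also: the direction sought is a rising ratio; 0% = basal untreated cells and 100% = reference inhibitor full response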
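Curves were fitted separately to fusion (green), unfused (red) and ratio luminescence, then classed by r2, magnitude and activity. Cells: OCI-Ly3, 4 h compound plus doxycycline at 37C; 10 uM MG-132 defined full response.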
Imprint erasure – qHTS Assay for Compounds that Induce Erasure of Genomic Imprints | mouse ES Peg3-LacZ reporter, beta-gal luminescence, 40 h | Potency, µM (series often up to 60.7 µM), without a hit: at the highest dose activity change, positive = activation, actives largely listed as activators | hit rate 0.02% among 110,000 | AID 1948, 2009;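 also: 0% = negative control wells on the plate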
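Imprint erasure is scored as LacZ activity from the silenced maternal Peg3 allele in feeder-free female ES cells cultured 40 h with LIF. Luminescence is normalized to in-plate negative controls and fitted to the Hill equation.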
p53ts 39C kill – qHTS Screen for Compounds that Selectively Target Cancer Cells with p53 Mutations: Cytotoxicity of p53ts Cells at the Nonpermissive Temperature | H1299-p53A138V viability at 39C, ATP luminescence, 24 h | Potency, µM (titrated, usually from 46.1 µM), inactives show at the top dose activity change, negative = cell killing, hits mostly cytotoxic | hit rate 1.5% among 130,000; also: nearly all actives have a fitted effect of over 55% in size
p53ts 32C kill – qHTS Screen for Compounds that Selectively Target Cancer Cells with p53 Mutations: Cytotoxicity of p53ts Cells at the Permissive Temperature; H1299-p53A138V at 32C, ATP luminescence viability, 24 h; Potency, µM (top dose mostly 46.1 µM), without a hit: at the highest dose activity change, negative = cytotoxicity, usual class: cytotoxic; AID 924, 2007; hit rate 0.93% among 130,000;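 also: 0% = DMSO and -100% = full killing by reference compound; nearly all actives have a fitted effect of over 55% in size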
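Viability by ATPlite luminescence after 24 h compound treatment (up to 46 uM) at the permissive 32C. Cells are H1299 carrying p53 A138V. Scale runs from DMSO basal to 100 uM tamoxifen as full kill; AC50 from Hill fits.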
* = called active by the depositor; ? = inconclusive; . = no result given; [ ] = remark or other dose. Unless noted, calls follow the shape of the dose curve; as a rule, active = well fitted curve in the direction sought with a large enough effect; inconclusive = small, poorly fitted or top-dose-only effect, or another doubt; inactive = no such curve, though single readings can be large; an effect the other way counts as inactive or inconclusive. Unless noted, % is scaled to controls: 0 for no effect and ±100 for the full control effect; potency is read from the fitted curve at half-maximal effect.

Values run as follows: IkB signaling, p53ts 39C kill, p53ts 32C kill, Imprint erasure
- O=C(CSCn1nnc2c(=O)[nH]c(Cc3ccc(F)cc3)nc21)Nc1cccc(C(F)(F)F)c1
→ ?, -9%, -3%, 4%[10.9 µM]
- COc1ccc(-c2nc3cnc(N(C)C)nc3n(Cc3ccc(F)cc3)c2=O)cc1
→ 1.8%[11.4 µM], -8%, 1%, -5%
- CC1=Nn2c(nnc2-c2ccccc2Cl)SC1
→ -1.4%, 18%, 0%, -5%
- CCc1ccc(CNC(=O)c2cc3ccccn3n2)cc1
→ 3.8%, -9%, -1%, 7%[10.9 µM]
- C[N+]1(CCCCC[N+]2(C)CCCC2)CCCC1
→ ?, 1%, 3%, 5%
- Cc1onc(-c2c(Cl)cccc2Cl)c1C(=O)Nc1c(C)n(C)n(-c2ccccc2)c1=O
→ -0.1%, 7%, 6%, .
- Cn1c(SCCOc2cccc(Cl)c2)nnc1-c1ccncc1
→ 0.0%, 3%, -3%, -12%
- COc1cc(C(=O)N2CCCc3ccccc32)cc(OC)c1OC
→ ., -10%, 2%, .
- COc1cc2c(C#N)c(N3CCc4ccccc4C3)nc(N)c2c(N)n1
→ 2.7%, ?, -26%, -6%
- CCCNC(=O)NC(=O)CN1C(=O)NC(C)(c2ccc(C)cc2)C1=O (stereo not drawn)
→ 0.0%, -3%, -2%, ?
- CN1CCCC(OC(=O)CCCC(=O)OC2CCCN(C)C2)C1 (stereo not drawn)
→ 0.3%, 2%, 0%, -3%
- COc1ccccc1S(=O)(=O)Cc1ccc(C(=O)NCc2cccs2)o1
→ 0.6%, 3%, -9%, -11%
- CCOC(=O)c1cc(NC(=O)C2CCCO2)cc(C(=O)OCC)c1 (stereo not drawn)
→ -1.0%, 1%, 7%, -13%
- Nc1ccc(S(=O)(=O)Nc2ccc(S(N)(=O)=O)cc2)cc1
→ -0.8%, -6%, 0%, -6%
- COC(=O)c1ccc(C(NC(=O)OCc2ccccc2)/C(F)=C/[C@@H](C)C(=O)NCc2cccnc2)cc1 (stereo partly drawn)
→ ., -7%, 6%, -10%
- Cc1ccc(N2CC(NC(=O)c3ccco3)CC2=O)cc1C (stereo not drawn)
→ ?, -13%, -2%, 11%[10.9 µM]
- COc1ccc(S(=O)(=O)N(CC(=O)NCc2ccc(C)cc2)c2ccc(Cl)cc2)cc1
→ 6.3%, -1%, -2%, -7%[10.9 µM]
- CC(=O)N1CCc2cc(S(=O)(=O)CCC(=O)Nc3c(C)n(C)n(-c4ccccc4)c3=O)ccc21
→ 0.7%, -15%, -1%, -5%
- COc1cc(C(=O)NCC(c2cccnc2)N2CCc3ccccc32)cc(OC)c1OC (stereo not drawn)
→ ?, -14%, -4%, -14%[10.9 µM]
- CN(C)C(=O)/C(=C/c1cn(-c2ccccc2)nc1-c1cccc([N+](=O)[O-])c1)NC(=O)c1ccccc1
→ ., 7%, 32%[activator], .
- O=C(NCc1cccs1)c1cccc(S(=O)(=O)N2CCCCC2)c1
→ 1.0%, 4%, -2%, -19%
- CC(=NC1CCN(Cc2ccccc2)CC1)c1c(O)[nH]c(=O)[nH]c1=O
→ 1.0%, -8%, -6%, -5%
- CCN(CC)c1ccc(C(=O)NCc2nc3cccnc3n2Cc2ccc(C)cc2)cc1
→ 2.6%, -27%, 7%, 11%[10.9 µM]
- CCC1=NC(c2ccc(OC)cc2OC)N(O)C1(C)C (stereo not drawn)
→ 0.6%, 14%, 2%, -10%
- Cn1c(SCC(=O)c2ccccc2F)nnc1C1CC1
→ -0.4%, 5%, -4%, -29%
- COc1cccc(C(=O)Nc2cccc(-c3cn4ccsc4n3)c2)c1OC
→ -0.6%, ?, -15%, -1%[10.9 µM]
- COc1ccc(Nc2nc3c(c(=O)n(C)c(=O)n3C)n2CCO)cc1
→ 1.3%, -7%, -3%, -28%
- COc1ccc(OC)c(NC(=O)Nc2nnc(N3CCC(C)CC3)s2)c1
→ -2.0%, 0%, 1%, -5%
- CCNc1ncc2nc(-c3ccc(OC)cc3)c(=O)n(Cc3cccs3)c2n1
→ -0.3%[11.4 µM], ?, -17%, -6%
- Cc1cccc(Oc2nc3ccccn3c(=O)c2/C=C(\C#N)c2nc3ccccc3s2)c1C
→ ?, 1%, -4%, -10%[10.9 µM]
- OC[C@@H]1O[C@@H](n2cnc3c(SCc4ccccc4)ncnc32)[C@@H](O)[C@H]1O
→ -0.2%[11.4 µM], 2%[9.22 µM], -6%[9.22 µM], -8%[10.9 µM]
- CC(C)CC(=O)Nc1ccc(C(=O)OCc2cc(=O)n3nc(C(C)C)sc3n2)cc1
→ 0.7%, -8%, 1%, 6%[10.9 µM]
- COc1ccc(N(CC(=O)N2CCc3ccccc3C2)S(=O)(=O)c2ccccc2)cc1
→ ?, 4%, -5%, -7%[10.9 µM]
- COc1ccc(-n2c(C)nc3c(cnn3-c3ccccc3)c2=O)cc1
→ -0.2%, 3%, -6%, -8%
- CCc1cc2c(=O)n(N)c(CCC(=O)O)nc2s1
→ -1.9%, -1%, 25%, 7%
- COCCn1c(C(=O)N2CCCC2)cc2c1C[C@H]1CN(C(=O)c3ccccc3)[C@@](Cc3ccccc3)(C(=O)OC)[C@@H]21
→ ., -12%, 1%, -7%
- COc1ccccc1CNc1ncncc1-c1ccc(C(=O)N(C)C)cc1
→ -1.5%[11.4 µM], 11%, 13%, -7%
- Cc1ccc(S(=O)(=O)N(C)c2ccc(NS(C)(=O)=O)cc2)cc1
→ -1.1%, 4%, -6%, -12%
- CCCCOc1ccc(C(=O)NCCc2sc3nc(-c4ccc(OC)cc4)nn3c2C)cc1
→ 0.6%, -15%, 2%, -9%[10.9 µM]
- COc1nc2ccc(C)cc2cc1-c1noc(-c2cccnc2)n1
→ -0.1%, 1%, 0%, 1%
- Cc1cc(C)n(-c2nnc(C)c(=O)[nH]2)n1
→ 1.3%, -1%, 0%, 10%
- O=C(Nc1ccccc1C(=O)NC(Cc1c[nH]c2ccccc12)C(=O)O)c1ccco1 (stereo not drawn)
→ 0.8%, 2%, -4%, -3%
- COc1ccc(-c2nc3ccccc3o2)cc1NC(=O)c1ccc(-c2cccc(Cl)c2C)o1
→ 0.1%, 24%, -2%, -14%[10.9 µM]
- Cc1cc(O)c(C(c2ccc(F)cc2)N2CCN(c3ccccc3)CC2)c(=O)n1Cc1ccco1 (stereo not drawn)
→ ?, -7%, -4%, -3%[10.9 µM]
- Cn1c(=O)c2c(SCC(=O)c3ccccc3)nc(C3CC3)nc2n(C)c1=O
→ 1.8%, 3%, 5%, -1%
- CCN(CC)Cc1c(NC(=O)c2ccc(OC)cc2)sc2c1CCCC2
→ ?, -29%, -24%, -24%[10.9 µM]
- Cc1c(NC(=O)C2CCCN2S(=O)(=O)c2ccccc2)c(=O)n(-c2ccccc2)n1C (stereo not drawn)
→ -1.0%, -11%, 2%, -6%
- CC1CCCCN1CC(=O)Nc1sc2c(c1C#N)CCC2 (stereo not drawn)
→ -2.6%, 8%, 0%, -13%
- Cc1cccc(CSc2nnc(N)n2-c2ccccc2)c1
→ ., 7%, 4%, .
- COc1ccc(Cl)cc1NC(=O)CN1CCC(n2nnc3cc(C)ccc32)CC1
→ 0.0%, 0%, -12%, .
- CC(C)C(C(=O)Nc1ccc2c(c1)OCO2)N1C(=O)c2ccccc2C1=O (stereo not drawn)
→ -0.8%, 1%, 1%, 1%
- C=CCn1c(SCC(=O)Nc2nc(C)cs2)nnc1C(CO)NC(=O)c1ccccc1 (stereo not drawn)
→ -2.0%, 7%, 7%, 29%
- CCCCOc1ccc(NC(=O)CSc2ccc(C(=O)O)cn2)cc1
→ 0.5%, -14%, -7%, -6%[10.9 µM]
- N#Cc1c(C(F)(F)F)cc(-c2cccs2)nc1SCc1ccc(F)cc1
→ 0.8%, -2%, 7%, ?
- CCCOc1ccc(C2c3c(oc4cc(C)c(C)cc4c3=O)C(=O)N2CCCN(C)C)cc1OCC (stereo not drawn)
→ -0.3%, 0%, 5%, 4%
- O=C(COc1ccc(Cl)cc1)Nc1ccccc1C(=O)NCc1ccco1
→ 2.1%, -25%, ?, ?
- CCCCc1nn2c(=O)cc(COC(=O)c3ccc(NC(=O)c4cccc(OC)c4)cc3)nc2s1
→ -1.3%, -12%, -7%, -9%[10.9 µM]
- COC(=O)C1CCN(C(=O)c2ccc(Cl)c(S(=O)(=O)NCc3cccnc3)c2)CC1
→ -0.1%, -1%, 2%, -4%
- CCC(Oc1ccccc1)C(=O)Nc1ccc(OCc2cc(=O)n3ccc(C)cc3n2)cc1 (stereo not drawn)
→ ?, 17%, 6%, 7%[10.9 µM]
- CCc1c(C)sc2c1CCN(Cc1ccc(C#N)cc1)C2c1ccccc1 (stereo not drawn)
→ -0.2%, -23%, -15%, -16%[10.9 µM]

The list goes on:
Values run as follows: IkB signaling, p53ts 39C kill, p53ts 32C kill, Imprint erasure
- CCc1ccc(-n2c(=O)c3c(C)c(C(=O)N(C)C)sc3n(Cc3cccc(C)c3)c2=O)cc1
→ -3.3%, -11%, 0%, 12%[10.9 µM]
- CC(C)Cn1c(=O)c2ccccc2n2c(CCC(=O)NCc3ccc(Cl)cc3)nnc12
→ -3.5%, -20%, 6%, -6%[10.9 µM]
- CCN(CC)c1ccc(NC(=O)CN2CCN(S(=O)(=O)c3ccc(C(C)C)cc3)CC2)cc1
→ ?, 2%, 21%, -12%[10.9 µM]
- c1ccc(Cn2c(-c3ccco3)nc3nc4ccccc4nc32)cc1
→ -0.4%, -13%, -11%, -75%[inhibitor]
- Fc1ccc(C(NCCc2ccc(Cl)cc2)c2nnc(-c3ccccc3)o2)c(Cl)c1 (stereo not drawn)
→ ?, -11%, -5%, -3%[10.9 µM]
- CC(=O)Nc1cccc(NS(=O)(=O)c2cccc3nsnc23)c1
→ -0.7%, 6%, -13%, 6%
- N#Cc1nc(N)nc(N(c2ccccc2)c2ccccc2)n1
→ 15%, 9%, 16%, -11%
- Cc1ccc(NC(=O)c2c(C)oc3ccc(O)c(CN4CCN(Cc5ccccc5)CC4)c23)cc1
→ ?, -27%, 4%, -9%[10.9 µM]
- CCC1=C2CC[C@H]3C(=O)N(C)C(=O)[C@H]3[C@H]2[C@@]2(Cc3ccccc3)C(=NCCOC)OC(=O)N2C1=O
→ ., 0%, 0%, -7%
- CC(CN1CCOCC1)OC(=O)c1ccc(Br)cc1 (stereo not drawn)
→ ?, -1%, -12%, -41%[inhibitor]
- O=C1c2ccccc2-c2c1cccc2C(=O)N(CCO)CCO
→ -1.4%, -2%, 2%, -5%
- Cc1ccc(C(=O)c2ccc(O)cc2)cc1C
→ ., -3%, 0%, .
- COc1ccc2c(c1)CCc1c(C(=O)Nc3ccc(F)c(Cl)c3)noc1-2
→ ?, 14%, 9%, -57%[inhibitor][10.9 µM]

One compound at a time, from the list above. Values in the order: IkB signaling | p53ts 39C kill | p53ts 32C kill | Imprint erasure
O=C1c2ccccc2-c2c1cccc2C(=O)N(CCO)CCO in the list: -1.4% | -2% | 2% | -5%
c1ccc(Cn2c(-c3ccco3)nc3nc4ccccc4nc32)cc1 in the list: -0.4% | -13% | -11% | -75%[inhibitor]
N#Cc1nc(N)nc(N(c2ccccc2)c2ccccc2)n1 in the list: 15% | 9% | 16% | -11%
CC(=O)Nc1cccc(NS(=O)(=O)c2cccc3nsnc23)c1 in the list: -0.7% | 6% | -13% | 6%
CCc1ccc(-n2c(=O)c3c(C)c(C(=O)N(C)C)sc3n(Cc3cccc(C)c3)c2=O)cc1 in the list: -3.3% | -11% | 0% | 12%[10.9 µM]

Already shown: 3 of the compounds above.
Values run as follows: IkB signaling, p53ts 39C kill, p53ts 32C kill, Imprint erasure
- O=C1c2ccccc2-c2c1cccc2C(=O)N(CCO)CCO
→ -1.4%, -2%, 2%, -5%
- Cc1ccc(C(=O)c2ccc(O)cc2)cc1C
→ ., -3%, 0%, .
- COc1ccc2c(c1)CCc1c(C(=O)Nc3ccc(F)c(Cl)c3)noc1-2
→ ?, 14%, 9%, -57%[inhibitor][10.9 µM]
